EP2 mod – modulators of human EP2 prostaglandin E2 receptor. EP2-expressing cells, cAMP HTRF FRET, PGE2 co-stimulation. induction, % at 25 µM. actives 0.83% (n = 260,000). AID 940;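 active = compounds whose cAMP rise, as percent of the full-agonist control response, exceeds 60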;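 note: rat C6 glioma line stably carrying human EP2 under a CMV promoter; the protocol text gives 20 µM as final concentration; 100% = response of wells given 1 µM PGE2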
Target sequence (P43116 whole entry, looked up): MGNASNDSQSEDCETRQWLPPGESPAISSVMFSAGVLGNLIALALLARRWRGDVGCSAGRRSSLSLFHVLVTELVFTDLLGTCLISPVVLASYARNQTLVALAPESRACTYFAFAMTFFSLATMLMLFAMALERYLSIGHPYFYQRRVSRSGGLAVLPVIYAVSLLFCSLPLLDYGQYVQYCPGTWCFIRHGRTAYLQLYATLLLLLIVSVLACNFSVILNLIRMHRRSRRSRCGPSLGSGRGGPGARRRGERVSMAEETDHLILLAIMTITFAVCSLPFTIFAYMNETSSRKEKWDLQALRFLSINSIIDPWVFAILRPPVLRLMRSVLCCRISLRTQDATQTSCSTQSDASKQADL
Runt-SMMHC FRET – blocks binding of human RUNX1 Runt domain to CBFb-SMMHC. inhibition, % at 20 µM. Cerulean-Runt/Venus-CBFb-SMMHC FRET ratio 530/480, 1 h. actives 0.74% (n = 220,000). AID 1434;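 active = mean inhibition across duplicate retests at 20 µM reaching about 50%, limit read from the data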;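 note: 0% = DMSO wells and 100% = wells with excess untagged CBFb-SMMHC; inhibitors lower the FRET ratio by blocking Runt binding to CBFb-SMMHC; some results filed as inactive read as strong as hits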
PGE2 EP2 inh – inhibitors of human EP2 prostaglandin E2 receptor; P43116; C6 glioma cells expressing human EP2, cAMP TR-FRET; cells stimulated with saturating PGE2; inhibition, % at 25 µM; actives 0.52% (n = 260,000);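 active = percent inhibition above 40 after rounding to a whole number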;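 note: rat C6 glioma host cells with rolipram phosphodiesterase inhibitor present; the protocol text gives 20 µM as final concentration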
Runt-CBFb FRET – inhibitors of human RUNX1 Runt domain binding to CBFb; Q01196+Q13951; Cerulean-Runt/Venus-CBFb FRET ratio 530/480, 1 h; inhibition, % at 20 µM; actives 0.46% (n = 220,000); AID 1496;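 active = inhibition over about 50% at 20 µM in the single-dose screen, limit read from the data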;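 note: 0% = DMSO wells and 100% = excess unlabeled CBFb competitor control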
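test system = Cerulean-Runt domain fusion protein, energy donor | probe or stimulus = Venus-CBFb binding partner, 100 nM | incubation = two 1 h room-temperature incubations shielded from light | detection = fluorescence energy transfer, 422 nm excitation, 530/480 nm emission | measure = loss of energy transfer signal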
* marks the source's active call; other numbers are inactive results; x = no result given; & = joins results of further samples. Not all compounds are listed; the hit share may differ from the screen's.

SMILES	EP2 mod	Runt-SMMHC FRET	PGE2 EP2 inh	Runt-CBFb FRET
C[N+]1([O-])[C@@H]2CC(OC(=O)[C@@H](CO)c3ccccc3)C[C@H]1[C@H]1O[C@H]12 (stereo partly drawn)	29.0	x	48.9*	x
CNC(=O)CSP(=S)(OC)OC	8.8	x	15.3	x
C#CCOc1ccccc1CN1C2CCC1CC(O)(c1nccn1C)C2 (stereo not drawn)	-15.9	x	8.5	x
CC(Cc1ccccn1)N(C)Cc1cnc(N2CCCCC2)nc1 (stereo not drawn)	-19.3	x	5.7	x
CC(=O)N1CCCc2cc(C(O)CN3CC=C(c4ccc(F)cc4)CC3)ccc21 (stereo not drawn)	-60.0	x	10.2	x
CN(C)CCN(C(=O)Cc1nn(C)c(=O)c2ccccc12)C1CCCCC1	-11.1	x	6.3	x
O=C(Oc1ccc(S(=O)(=O)F)cc1F)c1ccccc1Cl	16.3	x	11.3	x
Cc1nc(-c2ccccc2)c(CC(=O)N(CCN(C)C)Cc2ccc(F)cc2)s1	-27.5	x	8.1	x
CN1CCN(C(=O)O[C@H]2c3nccnc3C(=O)N2c2ccc(Cl)cn2)CC1	25.6	x	11.6	x
C[C@@H]1O[C@H](OC2[C@@H](O)[C@H](O)C(O)[C@H](O)[C@H]2O)[C@@H](N)C[C@H]1N=C(N)C(=O)O (stereo partly drawn)	10.6	x	51.4*	x
CCOC(=O)[C@@H]1[C@H]2c3ccccc3-c3ccccc3[C@@H]2C[C@H]1O	-16.6	x	14.1	x
c1ccc(C[C@H]2CN3CCC[C@H]3CN2Cc2cccnc2)cc1	-7.0	x	9.5	x
COc1ccc(OCC(=O)N2CCN(Cc3ccc(C)cc3)CC2)cc1	-65.9	x	9.6	x
O=C(NCP(=O)(O)O)c1cccnc1	-5.8	x	15.8	x
Nc1cc[c]([Hg])cc1.Nc1nc2c(ncn2[C@H]2O[C@H](CO)[C@@H](O)[C@@H]2O)c(=[SH+])[nH]1	-43.0	x	103.7*	x
CCC(Oc1ccccc1F)C(=O)N1CCC(C(C)=O)(c2ccccc2)CC1 (stereo not drawn)	6.1	x	6.2	x
N[C@@H](CP(=O)(O)O)C(=O)O	-9.2	x	12.2	x
CCCN(CCC)C1CCc2cccc(O)c2C1 (stereo not drawn)	4.9	x	11.1&13.0	x
O=c1c2ccccc2nc(/C=C/c2ccccn2)n1-c1ccccc1Cl	34.8	x	11.1	x
C[C@]12CCC(=O)C=C1C=CC1C2CC[C@@]2(C)C1CC[C@@]2(O)CCC(=O)O (stereo partly drawn)	23.5	x	7.3	x

Part of the list above, as a markdown table:
| SMILES | EP2 mod | Runt-SMMHC FRET | PGE2 EP2 inh | Runt-CBFb FRET |
| --- | --- | --- | --- | --- |
| CCC(Oc1ccccc1F)C(=O)N1CCC(C(C)=O)(c2ccccc2)CC1 (stereo not drawn) | 6.1 | x | 6.2 | x |
| N[C@@H](CP(=O)(O)O)C(=O)O | -9.2 | x | 12.2 | x |
| CCCN(CCC)C1CCc2cccc(O)c2C1 (stereo not drawn) | 4.9 | x | 11.1&13.0 | x |

Looked up by structure from above, seven records:
SMILES	EP2 mod	Runt-SMMHC FRET	PGE2 EP2 inh	Runt-CBFb FRET
C[C@]12CCC(=O)C=C1C=CC1C2CC[C@@]2(C)C1CC[C@@]2(O)CCC(=O)O (stereo partly drawn)	23.5	x	7.3	x
CCOC(=O)[C@@H]1[C@H]2c3ccccc3-c3ccccc3[C@@H]2C[C@H]1O	-16.6	x	14.1	x
N[C@@H](CP(=O)(O)O)C(=O)O	-9.2	x	12.2	x
CCCN(CCC)C1CCc2cccc(O)c2C1 (stereo not drawn)	4.9	x	11.1&13.0	x
COc1ccc(OCC(=O)N2CCN(Cc3ccc(C)cc3)CC2)cc1	-65.9	x	9.6	x
O=C(NCP(=O)(O)O)c1cccnc1	-5.8	x	15.8	x
c1ccc(C[C@H]2CN3CCC[C@H]3CN2Cc2cccnc2)cc1	-7.0	x	9.5	x

Continued:
SMILES	EP2 mod	Runt-SMMHC FRET	PGE2 EP2 inh	Runt-CBFb FRET
CC(C)C(=O)N1CCCc2cc(C(O)CN3CC=C(c4ccc(F)cc4)CC3)ccc21 (stereo not drawn)	-55.1	x	6.2	x
COC(=O)CN1C(=O)CN=C(c2ccc(C)cc2)c2ccsc21	-12.8	x	4.5	x
Cn1c(=O)c2[nH]cnc2n(C)c1=O.[CH2-][C@H](Cc1cccc2cc(C(=O)O)c(=O)oc12)OC.[Hg].[OH-]	29.4	x	59.4*	x
Nc1nc(-c2cccs2)c(CC(=O)N2CCCCC2CN2CCCCC2)s1 (stereo not drawn)	-13.1	x	5.0	x
O=C(O)CS(=O)(=O)C(c1ccccc1)c1ccccc1	-13.6	x	11.7	x
CCCN(CCC)C1Cc2cc(OC)c(OC)cc2C1	12.4	x	14.9&18.0	x
c1cc2c(cc1[C@H]1OC[C@H]3[C@@H]1CO[C@H]3c1ccc3c(c1)OCO3)OCO2	17.6	x	7.8	x
CC(C)(C)c1cc(C#N)cc(Br)c1OP(=O)(Oc1c(Br)cc(C#N)cc1C(C)(C)C)c1ccccc1	18.4	x	33.6	x
Cc1cc(O)c2c3c(c(=O)oc2c1)CCC(C)C3 (stereo not drawn)	-59.6	x	13.4	x
CCOC(=O)C(C)N1C(=O)CN=C(c2ccc(OC)c(OC)c2)c2c1sc1c2CCCC1 (stereo not drawn)	22.1	x	14.4	x
CCCCn1c(=O)c(C(=O)Nc2nc3ccccc3[nH]2)c(O)c2ccccc21	x	-1.8	x	-2.2
Cc1cc(OCC(=O)OC(C)(C)C)c2c3c(c(=O)oc2c1)CCC3	x	-9.8	-0.7	-6.4
O=c1cccc2n1CC1CC2CN(c2ncnc3c2cnn3-c2ccc(Cl)cc2)C1 (stereo not drawn)	x	5.9	12.6	-2.1
ClC1=CCC2CN(CCN3CCCCC3)CC2C1 (stereo not drawn)	x	0.3	14.1	-1.0
COC(=O)C1=C(N)OC(C)=C(C(C)=O)C12C(=O)N(C)c1ccccc12 (stereo not drawn)	x	0.7	7.8	-2.1
